Screening results from PubChem.
RmlCD inh 1536 – blocks M. tuberculosis RmlC and RmlD coupled enzymes | inhibition, % at 3.6 µM | RmlC+RmlD coupled enzyme assay, percent inhibition; primary screen in compound mixtures | 0.03% of 160,000 active; in the data active = inhibition mostly above about 34%, no sharp cut-off; inconclusive = no clear call, values can overlap the other calls; inactive = mostly below about 22%; also: some results filed as inactive read as strong as hits
Target sequence (P9WH09 whole entry, looked up): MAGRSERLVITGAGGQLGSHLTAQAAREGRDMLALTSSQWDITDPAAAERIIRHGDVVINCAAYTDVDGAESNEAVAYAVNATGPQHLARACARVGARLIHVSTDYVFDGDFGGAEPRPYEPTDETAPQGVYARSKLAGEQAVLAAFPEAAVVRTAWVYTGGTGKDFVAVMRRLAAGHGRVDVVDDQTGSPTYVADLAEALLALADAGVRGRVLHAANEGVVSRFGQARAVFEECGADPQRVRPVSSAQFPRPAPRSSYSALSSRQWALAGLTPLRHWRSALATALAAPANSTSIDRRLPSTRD
Target sequence (P9WH11 whole entry, looked up): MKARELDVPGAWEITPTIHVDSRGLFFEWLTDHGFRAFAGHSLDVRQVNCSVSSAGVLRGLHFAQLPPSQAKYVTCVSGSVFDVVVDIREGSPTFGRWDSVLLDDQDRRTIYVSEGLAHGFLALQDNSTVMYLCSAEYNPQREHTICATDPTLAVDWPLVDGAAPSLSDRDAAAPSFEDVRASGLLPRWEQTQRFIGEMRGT
M. tuberculosis GlmU – inhibition of mycobacterial GlmU enzyme – biochemical, glucosamine-1-phosphate acetyltransferase (AID 1376). M. tuberculosis GlmU acetyltransferase enzyme assay; higher % means a stronger effect. inhibition, %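 (tested at 30 µM in the primary screen)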, or IC50 in µM where a hit was titrated. 0.25% of 220,000 active; in the data active = inhibition above about 13%; inconclusive = no clear call, values can overlap the other calls;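 also: 0% = complete reaction with vehicle and 100% = reaction without substrate; strong numbers were not always called active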
The depositor's hits bear a star; ? = inconclusive; . = not tested or not shown. These rows are one share of the data; count on the stated rates, not on these rows.

Results follow in this order: RmlCD inh 1536, M. tuberculosis GlmU
CN(C(=O)c1cccnc1)c1nnc(-c2ccccn2)s1
  6.3, -4.5%
COc1ccccc1-c1cc(C(=O)NCCN2CCOCC2)no1
  3.5, -1.9%
COCC(=O)N(C)c1nnc(-c2ccccn2)s1
  7.0, -1.5%
COC(=O)C1=C(C)N(C)C(=S)N(C)C1c1ccc(OC)cc1 (stereo not given)
  -7.6, 8.0%
O=C(COc1ccc(Cl)cc1)NCc1nnc(SCC(=O)N2CCCC2)o1
  7.3, -4.7%
CCOC(=O)C1(Cc2cccc(F)c2)CCN(C(=O)c2cnc(C)cn2)CC1
  0.0, -1.1%
Cc1cccc(NC(=O)C(=O)NCc2ccccn2)c1
  ., -4.0%
CCOc1ccc(CN2C(=O)c3ccccc3C2=O)cc1C(=O)Nc1nnc(SCC)s1
  ., 4.2%
CC1CCN(C(=O)CSc2nnc(CNC(=O)c3ccco3)o2)CC1
  4.1, 1.7%
CCCc1nc2ccccc2n1Cc1ccccc1OC
  ., -0.9%
COc1ccc(NC2c3ccccc3C(=O)N2c2ccccn2)cc1Cl (stereo not given)
  -12.9, 0.3%
CCOC(=O)c1sc(N/N=C/c2ccccc2)nc1C
  -8.7, -2.5%
CCOc1ccc2nc(N/C(N)=N/S(C)(=O)=O)nc(C)c2c1
  ., 3.1%
COCCNC(=O)c1cc(-c2ccccc2)nn1CC1CC(c2cccnc2)=NO1 (stereo not given)
  ., -6.3%
CCOC(=O)c1cc(CC)sc1/N=C/C1C(=O)CCCC1=O
  3.6, 2.9%

Following part:
Results follow in this order: RmlCD inh 1536, M. tuberculosis GlmU
Cn1c(=O)[nH]c(=O)c2c1nc(N1CCOCC1)n2CC(=O)c1ccccc1
  ., -5.7%
CCOC(=O)C1=C(Nc2ccc(Cl)cc2)OCC1=O
  6.1, -2.1%
Cn1c(=O)c(=O)n(C)c2cc(S(=O)(=O)Nc3ccc(OC(F)(F)F)cc3)ccc21
  2.1, 9.4%
Cc1nn(Cc2ccccc2Cl)c(C)c1C(=O)NCCN1C(=O)S/C(=C\c2ccccc2)C1=O
  -10.9, 5.3%
CC1CCCC(NC(=O)COC(=O)Cc2ccc(Br)cc2)C1C (stereo not given)
  -12.6, 0.3%
CC(C)(C)c1ccc(C(=O)Nc2ccc(F)cc2)s1
  -3.0, 1.3%
COc1ccc(/C=N/NC(=O)CNC(=O)C2COc3ccccc3O2)cc1OC (stereo not given)
  -10.8, -0.9%
Oc1ccccc1Nc1nc(NCc2ccccc2)c2ccccc2n1
  9.4, -0.6%
O=C(NC(Cc1ccccc1)C(=O)O)/C(=C/c1ccccc1)NC(=O)c1ccccc1 (stereo not given)
  14.1, -2.1%
CCOC(=O)C1=NNC(C(=O)c2ccc(OC)cc2)C1c1ccccc1 (stereo not given)
  58.6, -3.8%
CCOC(Cn1cc(C)c(=O)[nH]c1=O)OCC
  -5.5, 4.2%
COc1ccc(C2=NOC(C(=O)NCc3cccs3)C2)cc1OC (stereo not given)
  -4.6, -3.4%
COc1cc(S(=O)(=O)N(C)C)ccc1F
  -3.2, -4.3%
CCOc1ccc(NC(=S)Nc2cc(-c3ccccc3)[nH]n2)cc1
  ., 2.0%
CC(=O)c1ccc(N2CCN(C(=O)c3ccc(OCc4c(C)noc4C)cc3)CC2)cc1
  ., -5.1%

Random excerpt: 5 entries already listed, in no set order.
Results follow in this order: RmlCD inh 1536, M. tuberculosis GlmU
CCOc1ccc2nc(N/C(N)=N/S(C)(=O)=O)nc(C)c2c1
  ., 3.1%
COCC(=O)N(C)c1nnc(-c2ccccn2)s1
  7.0, -1.5%
Cn1c(=O)c(=O)n(C)c2cc(S(=O)(=O)Nc3ccc(OC(F)(F)F)cc3)ccc21
  2.1, 9.4%
COc1ccc(C2=NOC(C(=O)NCc3cccs3)C2)cc1OC (stereo not given)
  -4.6, -3.4%
COc1cc(S(=O)(=O)N(C)C)ccc1F
  -3.2, -4.3%

Carrying on.
Results follow in this order: RmlCD inh 1536, M. tuberculosis GlmU
CSCCNC(=O)c1ccc(C(C)(C)C)cc1
  -4.6, 1.0%
O=[N+]([O-])c1ccccc1/C=C/C=N/N1CCCCC1
  -7.3, -0.4%
CNC(=S)NNC(=O)COc1cccc(C)c1C
  -8.1, 3.5%
O=C(O)CCC(=O)Nc1ccccc1C(=O)NC1CCCCC1
  ., 2.2%
O=C(c1ccccc1)n1ccc(-c2cnc(-c3ccccc3)s2)n1
  106.5, -5.6%
Cc1ccccc1CC1(CO)CCCN(C(=O)c2cc(Cl)ccc2F)C1 (stereo not given)
  ., -3.1%
COc1ccc(C(=O)NNC(=O)c2cc3cc(OC)ccc3oc2=O)cc1
  7.1, 1.7%
COc1ccc2c(c1)c1ncn(CCN3CCCCC3)c(=O)c1n2C
  8.5, 1.1%
Cc1cc(N2CCC(C)CC2)n2ncc(-c3ccccc3)c2n1
  1.4, 0.8%
CC(C)Nc1nc(-c2ccncc2)nc(-c2ccc(Cl)cc2)c1C#N
  -6.4, -2.0%
CC1=NN(c2nc(-c3ccc(C)cc3)cs2)C(=O)C1N=Nc1ccc(C(N)=O)cc1 (stereo not given)
  4.1, 3.4%
Cc1noc(C)c1C(=O)N1CCN(c2ccc(OCc3ccccc3)cc2)CC1
  4.9, 3.5%
COc1ccc(N2CCC(CNC(=O)Nc3cccc(OC)c3)C2)cc1 (stereo not given)
  ., -9.0%
O=C(CNC(=O)Cn1ccc2ccccc2c1=O)NCCCN1CCN(c2cccc(Cl)c2)CC1
  -7.4, -1.9%
CCn1c(CNC(=O)c2ccccc2F)nnc1SCc1nc2ccccc2c(=O)[nH]1
  31.8, 2.5%

Remaining list, next part.
Results follow in this order: RmlCD inh 1536, M. tuberculosis GlmU
CC(NC(=O)CCCCCN1C(=O)c2ccccc2C1=O)c1ccc2c(c1)CCCC2 (stereo not given)
  20.9, 0.6%
Cc1ccc2nc(-c3ccc(N4C(=O)CC(N5CCC(C(N)=O)CC5)C4=O)cc3)sc2c1 (stereo not given)
  -14.9, 3.0%
C=CCn1c(SCC(=O)Nc2ccc(-c3nc4ccc(C)cc4s3)cc2)nnc1-c1ccncc1
  -10.5, 2.3%
Cc1c(C(=O)Nc2ccc(F)cc2)c2ccccn2c1CCc1ccncc1
  -2.3, -2.9%
O=C(O)c1ccccc1-n1c2ccccc2c2ccccc21
  8.1, .
O=C(Cc1ccccc1)NNC(=S)NC(=O)c1cccnc1
  -1.5, 17.5%
O=c1c2sc3ccccc3c2[nH]c(=S)n1CCN1CCOCC1
  -9.8, 2.9%
CCCC(=O)Nc1ccc2c(c1)nc(CCNC(=O)c1ccccc1)n2C
  -8.7, 5.8%
CCCn1ncc(CN2CCC(Cc3cccc(F)c3)(C(=O)OCC)CC2)c1C
  -2.0, -1.6%
O=C(CSc1nnc(Cn2c(=O)sc3ccccc32)n1-c1ccccc1)NCC1CCCO1 (stereo not given)
  ?, -2.0%
COc1cccc(-c2csc(NC3OC(=O)c4c3ccc(OC)c4OC)n2)c1 (stereo not given)
  5.0, 8.4%
CCc1c(C)n([O-])c2c([n+]1=O)CCCCC2
  ., 4.5%
COc1ccccc1N1CCN(C(=O)c2oc3ccc(F)cc3c2C)CC1
  ., -7.5%
CN1C(=O)N(C)C2C1N(CN1CCCCC1)C(=O)N2CN1CCCCC1 (stereo not given)
  -7.3, 2.7%
Cn1c(CN2CCCC(C(=O)c3ccc4c(c3)OCO4)C2)nc2ccccc21 (stereo not given)
  -8.4, -0.1%

Carrying on:
Results follow in this order: RmlCD inh 1536, M. tuberculosis GlmU
CCCCNC(=S)N(C)/N=C/c1ccccc1F
  -9.8, 1.2%
CCC(Oc1ccccc1)C(=O)NC1CCSC1=O (stereo not given)
  -7.3, -2.6%
Cc1ccccc1Cn1nc(C)c(NC(=O)/C=C/c2cnn(C)c2C)c1C
  ., 5.4%
CCOc1cc(/C=N/NC(=O)COc2ccc(C)cc2)ccc1OC(=O)c1cccs1
  9.4, 6.5%
OCCC1CN(Cc2cccn2-c2ncccn2)CCN1C1CCCC1 (stereo not given)
  -28.7, 2.4%
COc1ccc(C2C(C(=O)Nc3ccccc3OC)=C(C)Nc3nnnn32)c(OC)c1 (stereo not given)
  1.3, -2.1%
O=C1CC(c2ccccc2)Sc2ccccc2N1 (stereo not given)
  -10.2, -4.4%
CCN(CC)S(=O)(=O)c1ccc(NS(=O)(=O)c2ccc(OC)c([N+](=O)[O-])c2)cc1
  -1.8, -2.5%
CCOc1cccc(NC(=O)c2ccc(S(=O)(=O)N(C)C)cc2)c1
  -6.2, -1.0%
COc1ccc(OCCC(=O)OCC(=O)NCc2ccco2)cc1
  ., 2.0%
NNC(=S)NC1CC2CC1C1C=CCC21 (stereo not given)
  -5.0, 2.2%
O=C(O)C(=O)/C(=C\c1ccccc1)c1ccc2ccccc2n1
  3.1, -0.4%
Cc1ccc(C(c2c(C)nn(-c3ccccc3)c2N)c2c(C)nn(-c3ccccc3)c2N)cc1
  -5.6, -0.5%
CCOC(=O)Cc1nnc(Nc2ccc(C)cc2C)c2ccccc12
  -8.8, 0.4%
CC(C)C12CN3CC(C(C)C)(CN(C1)C3c1ccccc1)C2O (stereo not given)
  ., -4.7%

Next results.
Results follow in this order: RmlCD inh 1536, M. tuberculosis GlmU
O=C(OCC(=O)N1CCCCC1)c1c[nH]c(=O)[nH]c1=O
  ., 5.4%
COc1ccc(Cl)cc1NC(=O)CCCN1C(=O)CCC1=O
  -6.0, 0.8%
CCOC(=O)c1ccc(NC(=S)N(CCCN2CCCC2)Cc2cccs2)cc1
  -11.9, -9.8%
Cc1cccc(OCCSCc2nc3ccccc3[nH]2)c1
  ., -1.3%
C=C(C)c1cccc(C(C)(C)NC(=O)Nc2ncccn2)c1
  ., 3.2%
COc1ccc(-c2nc3cnccn3c2Nc2ccc(C)cc2)cc1
  11.7, 2.6%
Cc1ccccc1Cn1c(=O)n(CCC(=O)NCc2ccc3c(c2)OCO3)c(=O)c2ccccc21
  6.2, -7.0%
O=C(Nc1cccc(Cl)c1)/C(=C\c1cccnc1)NC(=O)c1ccco1
  -5.5, -6.3%
Cc1cccc(N2C(=O)C3C4CC(=O)C(c5ccccc54)C3C2=O)c1C (stereo not given)
  1.0, -0.6%
COC(=O)[C@H](C)NC(=O)Nc1ccc(C)c(C)c1
  ., 2.7%
Cc1ccc(S(=O)(=O)NCc2ccc(/C=C(/C#N)C(=O)NCc3ccccc3)o2)cc1
  ., 3.3%
COc1ccc(-c2cc(C(=O)Nc3cc(OC)cc(C(=O)Nc4cccc(C(F)(F)F)c4)c3)[nH]n2)cc1
  ., -1.3%
O=C(CNC1CCCCCC1)Nc1ccccc1N1CCOCC1
  ., 2.9%
O=C(O)c1cc(/C=N\O)ccc1OCc1ccccc1
  12.5, 8.7%
CN(C)c1ccc(/C=C(\C#N)C(=O)c2ccccc2)cc1
  ., -4.1%

(listing goes on)
Results follow in this order: RmlCD inh 1536, M. tuberculosis GlmU
O=C(NCCc1ccccc1)c1ccc2c(c1)S(=O)(=O)c1ccccc1C2=O
  ., 0.2%
CC(C)c1ccc(-c2nc(N3CCCCCC3)nc3n[nH]c(N)c23)cc1
  0.5, 6.8%
CCc1oc(C(=O)O)cc1CN(CC)CC
  -3.8, -0.3%
CCOC(=O)NC(=O)CSc1nnnn1-c1ccc(Cl)cc1
  0.4, 3.5%
CC(C)Nc1nc(NC(N)=S)nc(NC(C)C)n1
  -6.6, 7.7%
COc1ccc(C2OC3=C(Nc4cc(C)c(C)cc4N3)C2=O)cc1 (stereo not given)
  -9.7, -2.9%
COc1ccc(OC)c(C2C(C(C)=O)=C(O)C(=O)N2c2ccc(O)cc2)c1 (stereo not given)
  28.7, -0.2%
COc1ccc(/C=C/C(=O)NCC(=O)N/N=C/c2ccc(OC)cc2)cc1
  -8.6, 5.3%
Clc1ccc(Cn2ncc3c(N4CCCCC4)ncnc32)cc1
  -0.2, -0.3%
CCn1nc(C)c(NC(=O)/C=C/c2ccc(OC)c(COc3ccc(Br)cc3)c2)c1C
  ., 5.0%
CCOc1ccccc1C1NC(=O)NC(C)=C1C(=O)OCc1ccco1 (stereo not given)
  -2.3, -1.0%
C=CCn1c(=S)[nH]c2scc(-c3ccco3)c2c1=O
  ., 5.0%
CCOC(=O)c1[nH]c(C)c(/C=N/O)c1C
  ., -0.8%
O=C(O)CN1C(=O)SC(Nc2ccccc2C(=O)O)C1=O (stereo not given)
  -8.4, 0.4%
N#Cc1c(SCC(N)=O)nc2c(c1-c1ccc(O)cc1)CCCC2
  -12.8, 2.0%

Continuation.
Results follow in this order: RmlCD inh 1536, M. tuberculosis GlmU
Cc1ccc(C2CCN(C(=S)NC(C)C)C2)cc1 (stereo not given)
  ., -3.6%
COc1ccc(N2C(=O)Cc3c2nc(N)c(C#N)c3N)cc1
  2.1, -7.5%
CCCCC(=O)Nc1ccc(C(=O)NNC(=S)NC(=O)c2cccs2)cc1
  9.2, 2.0%
CC(C)[C@H](NC(=O)c1ccccc1)C(=O)OCC(=O)NCCc1ccc(F)cc1
  -9.4, 4.9%
COc1ccc(/C(O)=C2/C(=O)C(=O)N(CCCN(C)C)C2c2ccccc2)cc1Cl (stereo not given)
  7.6, 0.1%
Cc1ccc2ccc(C(Nc3cccc(C(F)(F)F)c3)c3cccnc3)c(O)c2n1 (stereo not given)
  8.4, -2.1%
CN(CC(=O)Nc1cccc(F)c1)CC(=O)Nc1cccc(S(=O)(=O)N2CCCCCC2)c1
  14.2, 4.3%
Cc1nn(C)c(C)c1NC(=O)CCl
  -5.8, -3.0%
CSc1ccc(/C=C/C(=O)c2ccc(NC(=O)C(C)C)cc2)cc1
  3.8, -0.3%

Record cards (already shown). Order of screens: RmlCD inh 1536	M. tuberculosis GlmU
Profile of COc1ccc(N2C(=O)Cc3c2nc(N)c(C#N)c3N)cc1 → 2.1	-7.5%
Profile of CC(C)[C@H](NC(=O)c1ccccc1)C(=O)OCC(=O)NCCc1ccc(F)cc1 → -9.4	4.9%
Profile of Cc1ccc2ccc(C(Nc3cccc(C(F)(F)F)c3)c3cccnc3)c(O)c2n1 (stereo not given) → 8.4	-2.1%
